CHO-K1 Ca PAM: nonselective activator or artifact in parental CHO-K1 calcium assay. ATP EC20, Fluo-8 calcium fluorescence; 0% at ATP EC20, 100% at ATP max. activation, % at 3 µM. 0.02% of 360,000 active. AID 602247;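 active = activation above the run cutoff, the mean activation of all test compounds plus 3 SD, cut at about 40% in these data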;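 note: peak over basal fluorescence ratio in a 140 s read after ATP addition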
TAAR1 agonist: agonists of human TAAR1 | Q96RJ0 | CHO RD-HGA16 TAAR1, Fluo-8 calcium fluorescence; vehicle wells 0%, saturating PEA agonist 100% | activation, % at 3 µM | 0.99% of 360,000 active | AID 624467;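 active = activation above the mean activation of all test compounds in the run plus 3 SD, cut at about 38% in these data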
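Test system: RD-HGA16 (CHO) cells co-expressing Gα16 and hTAAR1; dosing: one-point dosing at 3 µM (nominal); timing: 17-24 h seeding, 75 min 37 °C dye, 30 min RT; signal: kinetic Fluo-8 calcium fluorescence; read-out basis: % activation relative to PEA EC100 response; controls: DMSO and PEA EC100; replicates: n 1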
M1 ag parental: M1 agonist counterscreen hit in parental CHO-K1 cells | Fluo-8 calcium fluorescence; scaled to maximal ATP response, vehicle zero | activation, % at 3 µM | AID 602248 | 0.48% of 360,000 active; in the data active = activation above about 15%;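 note: untransfected CHO-K1 host cells lacking M1 receptor as counterscreen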
OXTR potentiator: human OXTR potentiation | CHO-OTR cells, Fluo-8 calcium fluorescence, potentiator mode; 0% = oxytocin EC15, 100% = EC100 | activation, % at 3 µM | 0.061% of 320,000 active | AID 2445;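 active = activation above that plate's cutoff, the mean activation of tested compounds plus 3 SD, cut at about 6.6% in these data, passing the limit was not always enough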;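 note: 100% uses oxytocin at 75 nM as the full agonist control; some results filed as inactive read as strong as hits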
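assay system = CHO-OTR cells, human receptor | schedule = compound 6 min at room temperature before oxytocin, 100 s read | detection = Fluo-8 intracellular calcium fluorescence, ex 470-495, em 515-575 nm | evaluation = normalized max/min fluorescence ratio, % activation | control set = EC15 oxytocin alone as 0%, 75 nM oxytocin (EC100) as 100%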
CHO parental Ca: counter-screen: ATP calcium response change in parental CHO cells; 0.63% of 330,000 active; parental CHO-K1, ATP-induced calcium, Fluo-8 fluorescence; inhibition, % at 5.6 µM;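 active = inhibition above that plate's mean sample inhibition plus 3 SD, cut at about 26% in these data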;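 note: 0% = ATP-challenged DMSO wells and 100% = DMSO wells without ATP; some compounds past the cut are filed as inactive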
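Test system: untransfected parental CHO cell line; also added: ATP stimulus; dosing: 5.6 µM, single dose; signal: calcium-sensitive Fluo-8 fluorescence; measure: percent inhibition of ATP-evoked calcium rise, normalized to controls; benchmarks: low control ATP plus DMSO, high control DMSO only; replication: one well per compound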
V1aR counter: activates human V1a receptor in oxytocin agonist counter-screen; P37288; CHO-V1R cells, Fluo-8 calcium fluorescence, agonist mode; 0% DMSO, 100% 3 nM vasopressin; activation, % at 3 µM; 0.25% of 320,000 active; AID 2797;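 active = activation above the mean activation of all tested compounds plus 3 SD, per screening run, cut at about 20% in these data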;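 note: signal is peak over basal fluorescence ratio across a 100 second FLIPR read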
TAAR1 antag: antagonists of human TAAR1; CHO RD-HGA16 TAAR1, Fluo-8 calcium fluorescence, antagonist; inhibition, % at 3 µM; 1.5% of 360,000 active; AID 624466;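 active = inhibition above a per-plate cutoff, the mean inhibition of test compounds on that plate plus 3 SD, cut at about 49% in these data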;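 note: 0% = DMSO plus EC80 beta-PEA response and 100% = DMSO alone without agonist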
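Assay system: RD-HGA16 CHO cells with stable hTAAR1 and Gα16 / Reagent: EC80 β-phenethylamine stimulus / Doses: 3 µM, single point / Timing: dye loading 75 min at 37 °C, then 30 min room temperature / Measured by: Fluo-8 intracellular calcium dye fluorescence, real-time kinetic reads / Controls: vehicle wells and EC80 agonist wells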
CHO-K1 Ca antag: nonselective inhibitor or artifact in parental CHO-K1 cells; ATP-induced calcium, Fluo-8 fluorescence; inhibition, % at 3 µM; 0.6% of 360,000 active; AID 602250;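 active = inhibition above a per-plate cutoff, the plate's mean sample inhibition plus 3 SD, cut at about 24% in these data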;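 note: 0% = DMSO plus EC80 ATP and 100% = DMSO alone without ATP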
M1 ag: agonists of human M1 muscarinic receptor; activation, % at 3 µM; CHO-K1 hM1, Fluo-8 calcium fluorescence, agonist mode; 0% DMSO, 100% acetylcholine EC100; 0.33% of 360,000 active; AID 588814;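 active = activation above the run's mean compound activation plus 3 SD, cut at about 16% in these data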;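 note: peak over basal fluorescence ratio within a 140 s kinetic read after compound addition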
Target sequence (P11229 whole entry, looked up): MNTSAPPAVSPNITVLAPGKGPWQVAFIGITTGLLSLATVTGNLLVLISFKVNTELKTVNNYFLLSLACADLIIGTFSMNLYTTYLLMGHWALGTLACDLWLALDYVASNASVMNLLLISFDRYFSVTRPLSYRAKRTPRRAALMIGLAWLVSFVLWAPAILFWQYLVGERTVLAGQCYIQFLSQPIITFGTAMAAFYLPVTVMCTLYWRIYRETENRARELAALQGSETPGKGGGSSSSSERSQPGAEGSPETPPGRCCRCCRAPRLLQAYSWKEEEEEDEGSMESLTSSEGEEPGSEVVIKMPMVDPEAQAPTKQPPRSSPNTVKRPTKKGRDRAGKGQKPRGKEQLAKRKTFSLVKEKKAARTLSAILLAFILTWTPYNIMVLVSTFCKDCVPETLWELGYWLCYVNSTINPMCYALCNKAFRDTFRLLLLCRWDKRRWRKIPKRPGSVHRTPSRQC
* hit, by the source's call; / = no result given.

[1] COCCCNC(=O)C[C@H]1C[C@H](C(=O)N2CCOCC2)[C@@]2(CCC3CCCC3)c3[nH]c4cc(CCC(=O)N(C)C)ccc4c3CCN2C1=O
[2] O=C(NNc1nc2cc3c(cc2s1)OCO3)c1ccc(F)cc1
[3] COc1cc(NC(=O)c2noc3c2CCCC3)c(OC)cc1Cl
[4] COc1ccc(C2OC(CCc3ccccc3)CC3=C2C(=O)OC(C)(C)O3)cc1 (centres undefined)
[5] CSc1ncc(CN2CCCCC2C(=O)Nc2ccc(Oc3ccccc3)nc2)cn1 (centres undefined)
[6] Cc1nc2ccc(C(=O)N3CCN(C(=O)c4ccco4)CC3)cn2c1N(C)C(=O)CCc1ccccc1
[7] Cc1nc(SCC(=O)NCCc2ccc(Cl)cc2)nc(C)c1C
[8] CC(C(=O)NC1CCCC1)N(Cc1ccco1)C(=O)c1snc(C(=O)NC2CCCC2)c1N (centres undefined)
assay / entry	1	2	3	4	5	6	7	8
CHO-K1 Ca PAM	14.4	-2.5	11.2	14.5	-0.7	-0.1	-11.2	19.4
TAAR1 agonist	-0.4	0.6	/	-0.6	0.4	-0.3	0.2	6.8
M1 ag parental	1.0	0.4	0.1	0.9	0.2	-0.5	-0.6	1.6
OXTR potentiator	/	-4.0	-3.6	/	-8.7	/	-1.5	-4.8
CHO parental Ca	-14.9	-8.3	-19.6	/	-24.7	/	-17.6	3.7
V1aR counter	/	1.7	-0.3	/	2.4	/	-0.7	-0.7
TAAR1 antag	-10.8	-8.0	/	-26.9	-18.7	-14.4	-22.0	8.1
CHO-K1 Ca antag	-3.0	1.0	-3.0	-18.3	10.2	9.2	2.7	-24.6
M1 ag	-2.8	3.4	-4.4	-4.3	-6.5	-4.2	-4.0	-6.0

Part of the list above, with tabs:
entry	canonical_smiles	CHO-K1 Ca PAM	TAAR1 agonist	M1 ag parental	OXTR potentiator	CHO parental Ca	V1aR counter	TAAR1 antag	CHO-K1 Ca antag	M1 ag
1	COCCCNC(=O)C[C@H]1C[C@H](C(=O)N2CCOCC2)[C@@]2(CCC3CCCC3)c3[nH]c4cc(CCC(=O)N(C)C)ccc4c3CCN2C1=O	14.4	-0.4	1.0	/	-14.9	/	-10.8	-3.0	-2.8
2	O=C(NNc1nc2cc3c(cc2s1)OCO3)c1ccc(F)cc1	-2.5	0.6	0.4	-4.0	-8.3	1.7	-8.0	1.0	3.4

The listing picks up, starting 3 compounds before the break.
[6] Cc1nc2ccc(C(=O)N3CCN(C(=O)c4ccco4)CC3)cn2c1N(C)C(=O)CCc1ccccc1
[7] Cc1nc(SCC(=O)NCCc2ccc(Cl)cc2)nc(C)c1C
[8] CC(C(=O)NC1CCCC1)N(Cc1ccco1)C(=O)c1snc(C(=O)NC2CCCC2)c1N (centres undefined)
[9] c1ccc(-c2cccc(-c3ccccc3)n2)cc1
[10] Cn1c(=O)c2c(ncn2CC(=O)OCC(=O)Nc2ccc(Cl)cc2Cl)n(C)c1=O
[11] C[C@H]1CN([C@@H](C)CO)S(=O)(=O)c2ccc(Br)cc2O[C@H]1CN(C)S(=O)(=O)c1ccccc1
[12] Cc1cccc(N2CCN(C(=O)c3ccc(CNc4c(N5CCC(C)CC5)c(=O)c4=O)cc3)CC2C)c1 (centres undefined)
[13] Cn1c(SCC(=O)NC2CCCCCC2)nnc1-c1cccs1
[14] CCOC(=O)CSc1n[nH]c(NC(=O)CC)n1
[15] COC(=O)c1ccccc1NC(=O)c1cc(-c2ccc(C)cc2)on1
[16] CCN1CCN(CC(O)COc2ccc3c(C)cc(=O)oc3c2)CC1 (centres undefined)
assay / entry	6	7	8	9	10	11	12	13	14	15	16
CHO-K1 Ca PAM	-0.1	-11.2	19.4	14.6	5.3	8.8	26.9	8.0	4.8	1.1	22.4
TAAR1 agonist	-0.3	0.2	6.8	0.0	4.8	7.8	2.3	1.1	6.8	/	0.2
M1 ag parental	-0.5	-0.6	1.6	0.7	5.4	2.4	0.8	0.1	0.3	0.0	1.6
OXTR potentiator	/	-1.5	-4.8	-6.2	-11.9	/	-7.6	-17.3	-6.1	-1.8	-14.3
CHO parental Ca	/	-17.6	3.7	-2.7	-10.1	/	-5.3	-9.6	-3.1	-6.0	-1.5
V1aR counter	/	-0.7	-0.7	-0.2	4.7	/	0.6	-1.2	0.4	0.8	-0.6
TAAR1 antag	-14.4	-22.0	8.1	-7.9	8.5	-10.7	17.4	4.4	0.3	/	-11.8
CHO-K1 Ca antag	9.2	2.7	-24.6	-12.4	0.7	-7.8	-3.2	-14.4	-3.3	8.7	-11.1
M1 ag	-4.2	-4.0	-6.0	-5.0	-4.4	-1.2	-9.1	-6.4	-6.4	4.0	-5.2

[17] Cc1ccc(C)c(NC(=O)c2cc(-c3cc(C)c(C)cc3O)n[nH]2)c1
[18] COc1ccccc1N(C)S(=O)(=O)c1ccc(C(=O)NCCc2ccc(F)cc2)cc1
[19] CCc1nnc(NC(=O)CN2CCN(Cc3ccc(F)cc3)CC2)s1
[20] CN(C)CCN1CCN(c2cc(-c3cccc(Cl)c3)nc3ccnn23)CC1
[21] Cc1cc(/C=N/NC(N)=S)c(C)n1-c1cccc(Cl)c1
[22] COc1ccccc1N(C)S(=O)(=O)c1ccc(Cl)c(C(=O)N2CCC2)c1
[23] Cc1[nH]c2ccccc2c1C(=O)CN1C(=O)NC(C)(c2ccc(Cl)cc2Cl)C1=O (centres undefined)
assay / entry	17	18	19	20	21	22	23
CHO-K1 Ca PAM	-2.9	3.0	14.1	25.6	18.3	5.6	11.9
TAAR1 agonist	6.8	15.6	2.0	0.2	20.8	2.6	70.2*
M1 ag parental	0.5	13.9	0.4	3.3	0.8	1.0	10.9
OXTR potentiator	-23.5	-9.2	-0.2	/	-10.2	-4.3	-13.9
CHO parental Ca	13.2	-3.4	-1.2	/	-3.0	-4.3	23.0
V1aR counter	0.4	8.1	0.1	/	4.4	0.3	19.8
TAAR1 antag	-4.1	42.2	-28.4	-16.5	12.0	-20.8	55.2*
CHO-K1 Ca antag	-5.0	5.9	5.1	-11.1	-16.8	-2.0	7.5
M1 ag	-0.5	2.5	-6.1	-5.7	-3.5	-3.9	27.1*
